# Screening results deposited in PubChem by National Center for Advancing Translational Sciences (NCATS).
# Pf growth 48h: Primary qHTS for delayed death inhibitors of the malarial parasite plastid, 48 hour incubation | 310,000 compounds, 5.9% hits | Potency, µM (doses to about 28.7 µM), inactives show top-dose activity change, negative = inhibition, hits mostly inhibitors | P. falciparum luciferase growth in erythrocytes, 48 h; further: potency means the concentration at half of the fitted maximal effect; on the % scale 0 is the no-effect control and ±100 the full control effect
#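 Cell-based growth assay: transgenic P. falciparum expressing firefly luciferase, cultured in red cells within RPMI 1640 containing 0.5% w/v Albumax, 24 mM bicarbonate and gentamycin. A drop in luciferase activity indicates inhibition.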
# HCV inhibitor: qHTS Assay for Inhibitors of Hepatitis C Virus (HCV) | Potency, µM (titrated, usually from 41.8 µM), without a hit: at the highest dose activity change, negative = inhibition, most hits filed as inhibitors | 340,000 compounds, 3.4% hits | Huh7.5.1 HCVcc-Cre infection, luciferase reporter, 44 h | AID 651820, 2012; further: potency means the concentration at half of the fitted maximal effect; on the % scale 0 is the no-effect control and ±100 the full control effect
#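 Infectious HCV cell culture screen: compound-treated cells (1,000/well, pre-plated 4 h) are infected with HCVcc-Cre at roughly 0.5 moi and grown 44 h. Infection is quantified by luciferase signal after 15 min substrate incubation at room temperature.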
# Pf growth 96h: Primary qHTS for delayed death inhibitors of the malarial parasite plastid, 96 hour incubation. P. falciparum luciferase reporter growth, 96 h. AID 504834, 2011. Potency, µM (titrated, usually from 28.7 µM), without a hit: at the top dose activity change, negative = inhibition, actives largely listed as inhibitors. 320,000 compounds, 6.9% hits; further: potency means the concentration at half of the fitted maximal effect; on the % scale 0 is the no-effect control and ±100 the full control effect
#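 Two-generation exposure (96 h) targets delayed-death phenotype. Reporter parasites carrying integrated firefly luciferase, in red cells at 2% hematocrit and 0.05% parasitemia final, kept at 37 C, 5% CO2; luminescence loss indicates inhibition.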
# Shiga inhibitor: A qHTS for Small Molecule Inhibitors of Shiga Toxin; Vero cells, Shiga toxin protein synthesis inhibition reporter; inhibition, % at 38.7 µM; 290,000 compounds, 9.2% hits; AID 2315, 2010; in the data active means inhibition mostly above about 28%, no sharp cut-off; inactive means mostly below about 43%; further: 0% is about no effect
# Cycloheximide cs: Cycloheximide Counterscreen for Small Molecule Inhibitors of Shiga Toxin. 300,000 compounds, 12% hits. cell reporter, cycloheximide protein synthesis inhibition counterscreen. max response, %; in the data active means max response mostly above about 13%, no sharp cut-off; inactive means mostly below about 14%; further: read at 38.3 µM for the half of the compounds with a filed dose; 0% is about no effect
# Giardia FBPA inh: qHTS Assay for Inhibitors of Fructose-1,6-bisphosphate Aldolase from Giardia Lamblia; A8B2U2; purified Giardia FBPA; Potency, µM (series often up to 59.6 µM), for inactives: at the top dose activity, negative = inhibition, actives largely listed as inhibitors; 290,000 compounds, 0.71% hits; further: potency means the concentration at half of the fitted maximal effect; on the % scale 0 is the no-effect control and ±100 the full control effect; nearly all actives have a fitted effect of over 55% in size
# Target sequence (A8B2U2 whole entry, looked up): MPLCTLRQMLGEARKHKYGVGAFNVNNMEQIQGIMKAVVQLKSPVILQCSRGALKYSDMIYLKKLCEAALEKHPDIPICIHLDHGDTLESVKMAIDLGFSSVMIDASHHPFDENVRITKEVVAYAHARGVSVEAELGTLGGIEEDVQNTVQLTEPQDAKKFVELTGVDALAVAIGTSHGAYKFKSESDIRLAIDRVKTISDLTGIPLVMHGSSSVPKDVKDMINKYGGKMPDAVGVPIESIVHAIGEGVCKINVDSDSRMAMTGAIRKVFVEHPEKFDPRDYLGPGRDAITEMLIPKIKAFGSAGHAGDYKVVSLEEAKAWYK
#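 Giardia FBPA (40 nM reagent) was preincubated 10 min at RT with compound (up to 57.5 uM final), then substrate plus GAPDH/TPI/NAD/arsenate coupling system with diaphorase/resazurin was added; resorufin fluorescence (525/598 nm) was read after 20 min.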
# An asterisk follows results filed as active; i = inactive; ? = inconclusive; . = no result given; [ ] = remark or other dose. Unless noted, the call rests on the fitted dose curve; in most records, active means well fitted curve in the direction sought with a large enough effect; inconclusive means small, poorly fitted or top-dose-only effect, or another doubt; inactive means no such curve, though single readings can be large; an effect the other way counts as inactive or inconclusive.
SMILES	Pf growth 48h	HCV inhibitor	Giardia FBPA inh	Pf growth 96h	Shiga inhibitor	Cycloheximide cs
CNC(=O)COc1coc(CN2CCN(Cc3ccccc3)CC2)cc1=O	15%	21%	.	-4%	-8	-3
S=c1[nH]nc(-c2ccco2)n1/N=C/C(Cl)=C/c1ccccc1	5.2µM*	16%	4%	65%[activator]	73*	53*
C=CCn1c(SCC(=O)Nc2ncc(Cc3cc(Cl)ccc3Cl)s2)nnc1-c1ccncc1	-9%	-9%	3%	?	-23	-2
COC(=O)c1cc(S(=O)(=O)C(C)C)c(S(C)=O)s1 (stereo unspecified)	?	17%	4%	?	27	14*
O=C(CN1CCCC1)NCC1(c2ccccc2)CCOCC1	4%	-12%	2%	?	20	1
Cc1ccc(-c2nnn(CC(=O)N(CCO)C(C(=O)NC(C)(C)C)c3ccncc3)n2)cc1 (stereo unspecified)	22%	20%	6%	15%	-7	-5
Cc1onc(-c2ccccc2Cl)c1C(=O)NCCN1Cc2ccccc2C1=O	29%	-4%	18%	?	-17	10
O=C(Nc1cccnc1)c1ccc(C(=O)Nc2cccnc2)cc1	5%	-16%	12%	?	19	-4
CCOc1ccc(OCC)c(Nc2cc(C)nc3nc(C)nn23)c1	?	-24%	0%	-22%	-13	-3
O=C(Cc1cccs1)N(c1ccccc1)C1C=CS(=O)(=O)C1 (stereo unspecified)	2%	15%	0%	0%	-33	1
COc1ccc(CCNC(=O)CSc2nncn2N)cc1OC	28%	22%	5%	.	2	3
N[C@@H](Cc1c[nH]c2ccccc12)c1nnc(SCc2ccc(F)cc2)o1	66%[activator]	0%	-5%	?	-4	-2
CCOC(=O)c1cc(C)sc1NC(=O)c1ccc(Cl)s1	8%	-6%	-2%	.	-11	-3
Nc1c2c(nn1-c1ccccc1)CCC2	15%	0%	1%	17%	20	1
COc1nnc(-c2ccc(N3CCCCC3)c(NC(C)=O)c2)c2ccccc12	.	-11%	1%	?	-12	7

SMILES	Pf growth 48h	HCV inhibitor	Giardia FBPA inh	Pf growth 96h	Shiga inhibitor	Cycloheximide cs
Oc1ccc2ccccc2c1C=Nc1ccc(N2CCOCC2)cc1	-15%	4%	-23%	.	-2	21
Cc1cc(NC(=O)COc2ccc(N(C)S(=O)(=O)c3ccccc3)cc2)no1	0%	-1%	0%	?	20	9
CC(C)Cn1cc(C(=O)N2CCC3(CC2)OCCO3)c2c3ccccc3n(C)c2c1=O	?	-7%	10%	0%	-5	1
COc1cc2c(cc1OC)C(c1ccc(Br)cc1)N(C(=O)c1ccccc1C(=O)O)CC2 (stereo unspecified)	-19%	20%	23%	?	-14	-4
N#CCC(=O)Nc1ccc(C(=O)Nc2cccc(S(N)(=O)=O)c2)cc1	?	-1%	-5%	?	-4	-3
COc1ccc(S(=O)(=O)N(C)c2ccc(C(=O)NCc3ccccn3)cc2)cc1	?	1%	.	-26%	-6	1
CC(C#N)(NC(=O)CN1CCN(S(=O)(=O)c2ccc(Br)cc2Cl)CC1)C1CC1 (stereo unspecified)	?	14%	.	?	.	.
O=C(COc1ccc(Cl)cc1)Nc1cc(NC(=O)COc2ccc(Cl)cc2)cc(C(=O)O)c1	21%	12%	12%	?	2	1
Cc1cc(NCc2ccncc2)ccc1Br	17%	16%	22µM*	?	16	13
OCCCNc1cc(-c2ccccc2)nc2cc(-c3ccc(F)cc3)nn12	?	?	-3%	4%	.	10
CCOc1ncccc1C(=O)Nc1cc(S(=O)(=O)N2CCCCC2)ccc1OC	?	-17%	.	?	.	.
CC1CC(C)CN(CCCNC(=O)CCNC(=O)Cn2ccc3ccccc3c2=O)C1 (stereo unspecified)	.	7%	4%	5.2µM*	30	-2
C=C(C)c1cccc(C(C)(C)NC(=O)N2CCN(C)CC2)c1	10%	1%	7%	8%	-7	-4
O=C(Cn1cnc2c(cnn2-c2ccc(F)cc2)c1=O)N1CCN(c2ccccc2F)CC1	?	-20%	2%	?	-6	-7
CCC(C)(C)N(C(=O)CCC(=O)Nc1cc(C)on1)C(C(=O)NC(C)(C)C)c1ccc(OC)cc1 (stereo unspecified)	?	5%	0%	3%	-19	-4

SMILES	Pf growth 48h	HCV inhibitor	Giardia FBPA inh	Pf growth 96h	Shiga inhibitor	Cycloheximide cs
CC(CC(=O)NC1CCCC1)c1ccccc1 (stereo unspecified)	-6%	3%	.	?	4	8
Cc1cccc(C)c1NC1=C(Cl)C(=O)OC1OC(C)C (stereo unspecified)	0%	-9%	4%	?	11	0
O=C(CC(=O)Nc1ccc(Cl)cc1Cl)Nc1ccc(Cl)cc1Cl	6%	-4%	-10%	15%	4	-3
Cc1ccc(OCCCNCCO)c(Br)c1	.	?	0%	?	28	51
Cc1cc(C)c2nc(N(CCN(C)C)C(=O)c3ccc4ccccc4c3)sc2c1	?	-30%	-25%	?	-3	-1
Cc1cccc(-c2cc3nc(C)cc(N4CC(C)CC(C)C4)n3n2)c1 (stereo unspecified)	21%	21%	-6%	17%	6	6
Cc1ccccc1/C=C/c1cccc[n+]1C	4.7µM*	6.3µM*	-5%	?	-4	-3
O=C(Nc1ccc(NC(=O)C2CC2)nc1)c1ccccn1	96%[activator]	10%	-24%	48%[activator]	62*	18*
Cc1ccc(/C=N\NC(=O)C2COc3cc4ccccc4cc3O2)o1 (stereo unspecified)	49%[activator]	12%	-5%	2%	-12	4
CCN(CC)CCNC(C(=O)Nc1cc(C(F)(F)F)ccc1Cl)c1ccccc1 (stereo unspecified)	-28%	-20%	-4%	?	-14	-5
CC(C)(C)OC(=O)N1CCC(C(=O)Nc2ccc3c(c2)CCC3)CC1	88%[activator]	-25%	.	182%[activator]	.	.
Cc1ccc(CN2CCN(/N=C/c3cccs3)CC2)cc1	9%	9%	5%	?	20	-2
Cc1cc(C)c(/C=N/NC(=O)c2nnn(-c3nonc3N)c2COc2ccc(F)cc2)c(C)c1	10%	16%	-2%	-20%	-8	-4
CCOC(=O)CC(=O)Nc1ccc(C)cc1	31%[activator]	33%[activator]	2%	47%[activator]	10	11
CCc1nc2sc3c(c2c(=O)n1N)CCC3	12%	-5%	-1%	?	14	-3

SMILES	Pf growth 48h	HCV inhibitor	Giardia FBPA inh	Pf growth 96h	Shiga inhibitor	Cycloheximide cs
CCCC1=NN(C(=O)Cc2ccc([N+](=O)[O-])cc2)C(O)(C(F)(F)F)C1 (stereo unspecified)	-8%	6%	-1%	?	-9	-3
Cc1cc(C(F)(F)F)nn1Cc1n[nH]c(=S)n1-c1ccc(F)cc1	6%	10%	-5%	1%	9	-2
CCOc1ccc(NS(=O)(=O)c2ccc(C(=O)N3CCCCC3)cc2)cc1	?	?	10%	-36%	8	-2
Cn1c(=O)c2c(nc(N3CCCC3)n2CC(O)CO)n(C)c1=O (stereo unspecified)	4%	10%	7%	179%[activator]	-19	-2
Cc1nc(C)c(C(=O)N2CCCC(CCC(=O)NCc3ccc(F)c(F)c3)C2)s1 (stereo unspecified)	-4%	-11%	3%	9.3µM*	15	3
CC(=O)Nn1cnc2c(c1=O)C1(CCCC1)Cc1ccccc1-2	-5%	-9%	-9%	25%	-19	0
CC(NCCc1ccc(S(N)(=O)=O)cc1)C(=O)NCc1ccccc1 (stereo unspecified)	19%[0.00184 µM]	23%	-27%	-8%	45	3
CC(=O)N1CCOc2ccc(S(=O)(=O)N3CC(C)CC(C)C3)cc21 (stereo unspecified)	-21%	?	29%	9.3µM*	23	2
Cc1ccccc1NC(=O)C1C2CC/C=C\CCC21 (stereo unspecified)	-25%	5%	3%	-23%	8	-2
COc1ccc(CN2CCCC(N3CCN(c4cccc(Cl)c4)CC3)C2)cc1OC (stereo unspecified)	?	-13%	4%	9.3µM*	6	4
Cc1nnc(NC(=O)c2cccc(S(=O)(=O)N3CCOCC3)c2)s1	-17%	-1%	-1%	.	-10	6
CCOc1ccccc1NC(=O)C(=O)CC(=O)c1cccc(OC)c1	?	-9%	-13%	-21%	-6	-2
Cc1nn(C)cc1C(=O)NNC(=S)Nc1ccccc1	210%[activator]	13%	1%	i	21	17*
NC(=O)C1Cc2ccccc2CN1C(=O)c1cccc(Oc2ccccc2)c1 (stereo unspecified)	8%	?	-7%	8%	3	-2
O=C(Cc1ccc(Cl)cc1)Nc1ccccc1C(=O)N1CCCC1	33%[activator]	.	-2%	?	-8	3

SMILES	Pf growth 48h	HCV inhibitor	Giardia FBPA inh	Pf growth 96h	Shiga inhibitor	Cycloheximide cs
O=C(CN1C(=O)/C(=C\c2ccc(F)cc2)Oc2ccccc21)N1CCN(c2ccccn2)CC1	10%	2%	6%	7.4µM*	-12	-3
O=C(CSc1nnc(CNC(=O)C23CC4CC(CC(C4)C2)C3)n1-c1ccc(F)cc1)Nc1ccccc1	?	?	-2%	?	-17	-3
COCCNC(=O)C(NC(=O)C1CCCCC1)C(C)C (stereo unspecified)	13%	0%	1%	0.74µM*	14	-6
COC(=O)c1ccccc1NC(=O)CCC(=O)N1CC(C)Oc2ccc(C)cc21 (stereo unspecified)	23%	-30%	-8%	33%	3	-1
O=C1NC(=O)C(CCc2ccncc2)(CCc2ccncc2)C(=O)N1Cc1ccc(F)cc1	-3%	14%	3%	175%[activator]	-14	-3
Cc1ccc(-n2c(SCC(=O)N/N=C/c3ccccc3C(=O)O)nnc2-c2ccccc2)cc1	-8%	10%	13%	6%	41	-1
COc1ccc(N(C(C)C(=O)N/N=C/c2ccc(OC(C)C)cc2)S(C)(=O)=O)cc1 (stereo unspecified)	?	-18%	-1%	2%	9	-2
O=C(COC(=O)[C@H](Cc1ccccc1)NC(=O)c1cccs1)NC1CC1	10%	-10%	-2%	47%[activator]	-9	1
O=c1c2c3c(sc2ncn1/N=C/c1cccnc1)CCCC3	-12%	24%	6%	-14%	100*	26*
Cc1cc2ncn(S(=O)(=O)N3CCCCC3)c2cc1C	-10%	-2%	1%	.	-6	-4
Cc1cc(C)nc(SCc2nnc(SCC#N)n2-c2cccc(Cl)c2)n1	7.4µM*	?	2%	?	-12	11
Cc1cccc2nc(-c3cccnc3)c(Nc3ccccc3)n12	?	-27%	21%	8%	-13	-7
O=C(NCCc1cnc[nH]1)c1ccc(-c2ccccc2)cc1	30%	?	2%	36%[activator]	55*	30*
COc1cc(CNc2ccc3c(c2)OCCO3)ccc1OCC(N)=O	9%	-19%	4%	-1%	-1	6
O=C(c1nc2ccccn2c1CNCCCn1cccn1)N1CCCC1	-4%	1%	6%	13µM*	-3	-4
CN(CC(=O)Nc1ccc(Cl)cc1)S(=O)(=O)c1ccc2c(c1)n(C)c(=O)c(=O)n2C	20%	-4%	.	?	-3	-9
CC12CC(NC(=O)N1c1cccc(C(=O)N3CCN(c4ccccc4F)CC3)c1)c1ccccc1O2 (stereo unspecified)	.	?	1%	?	-17	-5

# A different layout for some results above.
> Cc1ccc(-n2c(SCC(=O)N/N=C/c3ccccc3C(=O)O)nnc2-c2ccccc2)cc1
  Pf growth 48h = -8%
  HCV inhibitor = 10%
  Giardia FBPA inh = 13%
  Pf growth 96h = 6%
  Shiga inhibitor = 41
  Cycloheximide cs = -1
> CN(CC(=O)Nc1ccc(Cl)cc1)S(=O)(=O)c1ccc2c(c1)n(C)c(=O)c(=O)n2C
  Pf growth 48h = 20%
  HCV inhibitor = -4%
  Giardia FBPA inh = .
  Pf growth 96h = ?
  Shiga inhibitor = -3
  Cycloheximide cs = -9
> COC(=O)c1ccccc1NC(=O)CCC(=O)N1CC(C)Oc2ccc(C)cc21 (stereo unspecified)
  Pf growth 48h = 23%
  HCV inhibitor = -30%
  Giardia FBPA inh = -8%
  Pf growth 96h = 33%
  Shiga inhibitor = 3
  Cycloheximide cs = -1

# Hits appear at their usual frequency; any-hit rate near 24%.
